# Screening data deposited in PubChem by several laboratories.
# M1AAP inhibition: P. falciparum M1AAP inhibitors, biochemical, fluorogenic H-Leu-NHMec substrate, 1536-well (AID 1445); Aminopeptidase N (Plasmodium falciparum (isolate 3D7)); recombinant M1AAP, H-Leu-NHMec fluorogenic kinetic assay; higher % means a stronger effect; inhibition, % at 30 µM; hits with a dose series show IC50 in µM; 220,000 compounds, 0.42% hits;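 active = primary inhibition above the hit cutoff, then over 50% inhibition at one or more dose response concentrations, cut at about 23% in these data, passing the limit was not always enough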;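 note: plate controls were DMSO full reaction for no effect and no enzyme background for full effect; strong numbers were not always called active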
# PMI inhibition: human PMI inhibitors, high substrate, primary screen, biochemical, fluorescence intensity, high mannose 6-phosphate (AID 1220); inhibition, % at 20 µM, or IC50 in µM where a hit was titrated; recombinant PMI enzyme, coupled fluorescence intensity; higher % means a stronger effect; Mannose-6-phosphate isomerase (Homo sapiens); 190,000 compounds, 0.66% hits
# M17LAP inhibition: P. falciparum M17LAP inhibitors, primary screen, biochemical, fluorogenic H-Leu-NHMec substrate, 1536-well (AID 1619); recombinant M17LAP, H-Leu-NHMec fluorogenic kinetic assay; higher % means a stronger effect; inhibition, % at 30 µM, or IC50 in µM where a hit was titrated; 220,000 compounds, 0.38% hits;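 active = compound inhibiting the enzyme by more than half at any dose during confirmatory dose-response retesting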;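 note: plate controls were full reaction with DMSO carrier for no effect and no enzyme background for full effect; strong numbers were not always called active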
# T cell HTS: modulators of CD8 T cell-vesicle binding, primary screen, mouse 2C CD8+ T cells, flow cytometry; 2C CD8+ T cell-vesicle binding; active compounds read low; calls only at 7 µM; 330,000 compounds, 0.068% hits; AID 2052, 2009;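 active = response, share of CD8 T cells binding vesicles, and their 90th percentile fluorescence all below set limits, cut at about 80% in these data, passing the limit was not always enough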
#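 Read-out – percent CD8+ FL2 mean versus row control · System – murine 2C transgenic CD8+ T lymphocytes · Times – 1.5 h cell–vesicle binding at 37 °C, then 20 min icy labelling · Control set – naked vesicles low, QL9 vesicles with vehicle high · Detection – cytometric PE anti-B7-1 and Alexa647 anti-CD8 signals after 1% paraformaldehyde fixation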
# West Nile antiviral: West Nile virus antiviral activity, cell-based, CPE readout (AID 1621); West Nile virus-infected cells, CPE inhibition; higher % means a stronger effect; CPE inhibition, % at 10 µM, or IC50 in µM where a hit was titrated; 290,000 compounds, 0.02% hits; in the data active = a potency from the dose series; note: strong numbers were not always called active
# RSV CPE inhibition: RSV antiviral activity via CPE protection, HEp-2 cells, primary 10 µM value included (AID 2391); CPE inhibition, % at 10 µM, or IC50 in µM where a hit was titrated; HEp-2 cells, RSV-induced CPE inhibition; higher % means a stronger effect; 310,000 compounds, 0.13% hits; in the data active = a potency from the dose series; note: strong numbers were not always called active
# TNAP activators: human TNAP enzyme activators, primary screen, biochemical, luminescent, no phosphate acceptor, uHTS (AID 1001). Alkaline phosphatase, tissue-nonspecific isozyme (Homo sapiens). purified TNAP, luminescent activation assay, no phosphate acceptor; higher activation fold means a stronger effect. activation fold at 20 µM, or EC50 in µM where a hit was titrated. 200,000 compounds, 0.03% hits; in the data active = activation fold from about 3, or a potency from the dose series; inactive = the rest, 99 in 100 with activation fold below about 1.6; note: many of its hits are not listed in these tables
# K1F lysis inhibition: inhibition of K1F phage lysis, E. coli UTI89, bacterial capsule biogenesis inhibitors, alamar blue (AID 488966). E. coli UTI89 K1F phage lysis, alamar blue, 2 h; higher % means a stronger effect. inhibition, % at 100 µM; hits with a dose series show IC50 in µM. 340,000 compounds, 0.02% hits;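 active = phage lysis inhibition, versus mean bacterial control, above a set limit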;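 note: capsule biogenesis inhibitors block K1F phage lysis so surviving cells raise fluorescence; higher fluorescence means more inhibition of phage lysis; actives were called in the ten point dose series up to 300 µM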
# human PMI inhibition: inhibitors of human PMI, primary screen, biochemical, fluorescence intensity, coupled assay (AID 1209) | Mannose-6-phosphate isomerase (Homo sapiens) | purified PMI enzyme, coupled fluorescence intensity; higher % means a stronger effect | inhibition, % at 20 µM; hits with a dose series show IC50 in µM | 190,000 compounds, 0.42% hits;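 note: plate controls were DMSO vehicle for no effect and wells lacking substrate for full effect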
# T cell HTS vesicle-bound %: further read-out of T cell HTS, marked with its call; double positive events, %; measured here: CD8+ vesicle-bound cell fraction;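 binding gate set so that unloaded-vesicle control wells show 10% double positive cells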
# The depositor's hits bear a star; i = inactive; · = not tested or not shown; [ ] = dose if it differs, or a comment. Cut-off read from the data, not from the text of the source, unless noted: active = inhibition above about 50%; inactive = the rest.
SMILES,M1AAP inhibition,PMI inhibition,M17LAP inhibition,T cell HTS,T cell HTS vesicle-bound %,West Nile antiviral,RSV CPE inhibition,TNAP activators,K1F lysis inhibition,human PMI inhibition
O=[N+]([O-])c1ccc2c(c1)CNc1ccccc1O2,4%,14%,0%,i,49,-0.7%,17%,1.1,0.2%,3%
COc1c(OC(C)=O)ccc(/C=N\NC(=O)c2ccc(Br)cc2)c1[N+](=O)[O-],23%,5%,7%,i,48,-0.3%,-0.7%,1,-0.1%,6%
O=C(c1ccccc1)c1ccc2ccccc2n1,-3%,-3%,-1%,i,17,1.0%,2.8%,1.2,-0.1%,3%
Nc1[nH]nc2nc(NCc3ccccc3)c3c(c12)CCN(Cc1ccccc1)C3,-5%,4%,7%,i,48,·,2.8%,1,0.3%,2%
CN1CCN(C(=O)c2cc(Cl)cc(Cl)c2NC(=O)c2ccco2)CC1,-3%,-6%,-7%,i,56,0.2%,0.6%,1,-0.1%,-6%
CCOC(=O)Cc1csc(NC(=O)c2ccco2)n1,-3%,9%,12%,i,42,·,-0.3%,1.1,1.5%,16%
Cc1c(C)n(Cc2ccccc2)c2ncnc(NCCCN(C)C)c12,·,·,·,i,62,-0.7%,-0.2%,·,0.1%,·
COc1ccc(OC)c(C2NC(=O)NC(C)=C2C(=O)OC2CCCCC2)c1 (stereo not drawn),·,·,·,i,46,-1.5%,0.9%,·,2.5%,·
CC(C)(C)N/N=C/c1c(O)n(-c2ccc(Cl)cn2)c(=O)c2ccccc12,7%,-153%,-2%,i,43,-1.3%,1.7%,1,5.6%[50 µM],-88%
Cc1cc(C)c2nc(SCc3ccc([N+](=O)[O-])cc3)nc(C)c2c1,1%,-13%,-4%,i,19,-0.8%,1.5%,1.1,0.7%,-9%

# Reprinted at random: 6 compounds from above.
SMILES,M1AAP inhibition,PMI inhibition,M17LAP inhibition,T cell HTS,T cell HTS vesicle-bound %,West Nile antiviral,RSV CPE inhibition,TNAP activators,K1F lysis inhibition,human PMI inhibition
Cc1c(C)n(Cc2ccccc2)c2ncnc(NCCCN(C)C)c12,·,·,·,i,62,-0.7%,-0.2%,·,0.1%,·
Cc1cc(C)c2nc(SCc3ccc([N+](=O)[O-])cc3)nc(C)c2c1,1%,-13%,-4%,i,19,-0.8%,1.5%,1.1,0.7%,-9%
CC(C)(C)N/N=C/c1c(O)n(-c2ccc(Cl)cn2)c(=O)c2ccccc12,7%,-153%,-2%,i,43,-1.3%,1.7%,1,5.6%[50 µM],-88%
COc1ccc(OC)c(C2NC(=O)NC(C)=C2C(=O)OC2CCCCC2)c1 (stereo not drawn),·,·,·,i,46,-1.5%,0.9%,·,2.5%,·
CN1CCN(C(=O)c2cc(Cl)cc(Cl)c2NC(=O)c2ccco2)CC1,-3%,-6%,-7%,i,56,0.2%,0.6%,1,-0.1%,-6%
O=C(c1ccccc1)c1ccc2ccccc2n1,-3%,-3%,-1%,i,17,1.0%,2.8%,1.2,-0.1%,3%

# Continuation:
SMILES,M1AAP inhibition,PMI inhibition,M17LAP inhibition,T cell HTS,T cell HTS vesicle-bound %,West Nile antiviral,RSV CPE inhibition,TNAP activators,K1F lysis inhibition,human PMI inhibition
Cc1ccc(S(=O)(=O)N2CCCC2)cc1C(=O)NC1CCCCC1,·,·,·,i,9,-0.4%,1.0%,·,1.2%[50 µM],·
COc1ccc(N=C2NC(=O)/C(=C/c3ccc(O)c(OC)c3)S2)cc1,17%,3%,0%,i,4,0.8%,1.0%,1.1,6.1%,15%
OC(c1cccs1)c1nccc2ccccc12 (stereo not drawn),-4%,3%,9%,i,40,0.8%,0.9%,1,0.4%,15%
COc1ccc(NC(=O)COC(=O)C2CC3C=CC2C3)cc1 (stereo not drawn),1%,0%,-3%,i,2,0.5%,3.4%,1.1,1.1%,-1%
Cc1cc(NC(=O)Cn2c(=O)c3c(ncn3CCC(C)C)n(Cc3ccccc3)c2=O)no1,10%,-18%,-6%,i,18,-1.3%,6.3%,1.1,0.4%,-11%
CCN(CC(=O)N1CCCC1)S(=O)(=O)c1ccc(OC)cc1,·,·,·,i,56,0.3%,1.6%,·,-0.2%,·
CCOC(=O)CCCNC(=O)c1cncc(O)c1,1%,0%,-5%,i,56,·,0.9%,1.1,0.2%,10%
NC(=O)c1ccc(NC(=O)CNC(c2ccccc2)c2ccccc2)cc1,·,·,·,i,51,-0.5%,1.4%,·,0.3%,·
CC(C)(C)c1nc(N2CCN(C(=O)c3ccco3)CC2)c2nnn(Cc3ccccc3)c2n1,3%,7%,-6%,i,18,0.1%,15%,1.1,0.5%,12%
C/C(=N/NC(=O)c1cc(C(C)C)[nH]n1)c1cccs1,-2%,-2%,11%,i,18,-0.5%,1.4%,0.8,0.4%,2%

# Of the compounds above, these contain an NH in an aromatic ring.
SMILES,M1AAP inhibition,PMI inhibition,M17LAP inhibition,T cell HTS,T cell HTS vesicle-bound %,West Nile antiviral,RSV CPE inhibition,TNAP activators,K1F lysis inhibition,human PMI inhibition
Nc1[nH]nc2nc(NCc3ccccc3)c3c(c12)CCN(Cc1ccccc1)C3,-5%,4%,7%,i,48,·,2.8%,1,0.3%,2%
C/C(=N/NC(=O)c1cc(C(C)C)[nH]n1)c1cccs1,-2%,-2%,11%,i,18,-0.5%,1.4%,0.8,0.4%,2%

# New compounds follow.
SMILES,M1AAP inhibition,PMI inhibition,M17LAP inhibition,T cell HTS,T cell HTS vesicle-bound %,West Nile antiviral,RSV CPE inhibition,TNAP activators,K1F lysis inhibition,human PMI inhibition
CSc1nc2ccccc2n1CC(=O)Nc1ccc(C)c(C)c1,-2%,11%,-2%,i,43,-1.2%,9.5%,1.2,1.4%[50 µM],13%
C#CCOCCOCCOCCNc1nc(N2CCN(C(=O)[C@H]([C@@H](C)CC)n3cc([C@@H](N)Cc4ccc(O)cc4)nn3)CC2)nc(N2CCN(C(=O)[C@H]([C@@H](C)CC)n3cc([C@@H](N)Cc4ccc(O)cc4)nn3)CC2)n1,4%,-2%,3%,i,24,-0.5%,0.6%,1.2,0.6%,6%
Cc1ccc2cc3c(N)c(C(=O)N4CC(=O)Nc5ccccc54)sc3nc2c1,7%,-105%,-6%,i,57,·,-0.8%,1,·,-34%
COc1cccc(CNc2ccc(S(N)(=O)=O)cc2)c1OCc1ccccc1F,-2%,14%,-6%,i,45,-1.3%,5.6%,1.1,-4.2%,12%
COc1cc(OC)c(-c2nc3c[n+](CC(=O)c4ccccc4)ccc3n2C)cc1OC,1%,-7%,1%,i,36,0.5%,-0.5%,1,3.1%,4%
Cc1nc2oc3ccccc3c(=O)c2c(=O)n1Cc1ccccc1,9%,-4%,9%,i,40,1.7%,1.2%,1.1,0.3%,6%
CCOC(CNC(=O)c1ccc2c(c1)nc(C)n2-c1cccc(F)c1)OCC,-6%,-11%,0%,i,33,-0.4%,2.1%,1.1,0.7%,-9%
CNC(=O)c1ccc(-n2cccn2)nc1,-3%,-3%,2%,i,53,1.2%,-1.6%,1,-2.9%,-12%
COc1ccc2c(CC(=O)NC(Cc3ccc(Cl)cc3)C(=O)O)cc(=O)oc2c1C (stereo not drawn),·,·,·,i,25,-0.2%,1.0%,·,-0.9%[50 µM],·
COc1ccc(CCNC(=O)CN(c2ccccc2OC)S(=O)(=O)c2ccc(C)cc2)cc1,·,·,·,i,20,0.0%,18%,·,-0.5%,·
O=C(O)c1cnn2c(C(F)(F)F)cc(-c3ccco3)nc12,7%,18%,16%,i,23,0.3%,0.8%,1.1,0.1%,6%
CN(C1CCCCC1)S(=O)(=O)c1ccc2c(c1)c(=O)c(C(=O)NCCCN1CCCC1)cn2C,6%,16%,13%,i,45,0.2%,-2.1%,1,0.2%,10%
O=C(O)/C(=C\c1ccccc1OC(F)F)Sc1nnc(-c2ccc(F)cc2)o1,4%,18%,11%,i,29,-1.3%,3.3%,1,0.3%,21%
CCc1ccc(NS(=O)(=O)c2ccc3oc(=O)ccc3c2)cc1,·,·,·,i,35,-1.6%,0.7%,·,-0.4%,·
Cc1ccc(-n2c(SCC(=O)N3CCCCC3)nc(O)cc2=O)cc1,4%,·,-3%,i,20,0.1%,1.0%,·,0.6%,·
CCOC(=O)c1c(Cc2ccc(Cl)cc2)c[nH]c1C,-3%,10%,8%,i,59,-0.9%,2.3%,1.2,0.3%,10%
COc1ccccc1N1CCN(C2=Nc3cccc4cccc2c34)CC1,-2%,27%,-10%,i,56,-1.2%,24%,0.9,0.6%,3%
CCCCC(c1nnnn1CCOC)N1CCN(c2cccc(OC)c2)CC1 (stereo not drawn),7%,-7%,4%,·,·,-0.4%,·,1.1,0.3%,-16%
CCOC(=O)c1nnc(-c2ccccc2)[nH]c1=O,0%,-5%,6%,i,62,-0.2%,-0.1%,0.7,0.0%,-6%
CCOc1ccccc1N1CCN(C(=S)NCc2ccc(Cl)cc2)CC1,-2%,7%,-3%,i,30,-0.8%,14%,1,0.5%,12%
Cc1cc(CNCc2c(C(=O)N3CCCCCCC3)nc3ccc(Cl)cn23)nn1C,2%,-5%,-1%,i,41,-0.6%,-1.3%,1,0.1%,2%
CCOC(=O)c1[nH]c2ccc(OC)cc2c1NC(=O)CN1CCc2ccccc2C1,15%,9%,-6%,i,57,0.5%,7.9%,1.1,3.9%,16%
CCC(=O)NCCc1c[nH]c2ccccc12,3%,0%,-4%,i,35,-0.1%,1.1%,1.1,0.0%,-2%
COc1ccc(C2/C=C\CN(C(=O)C3CCCC3)[C@H](Cc3ccccc3)C(=O)N2Cc2ccc(F)cc2)cc1 (stereo partly drawn),0%,·,2%,i,25,-1.2%,5.8%,·,0.5%,·
CC(=O)c1c(C)n(-c2ccccc2)c2ccc(O)cc12,1%,5%,-5%,i,6,1.1%,1.8%,1.1,0.1%,10%
C/C(N)=C(/C#N)C(=O)COC(=O)CNS(=O)(=O)c1ccc(C)cc1,0%,-7%,-4%,i,52,-0.1%,0.8%,1.4,0.3%,1%
CC(C)(C)c1ccc(OC(=O)Nc2ccc(O)c(C(=O)O)c2)cc1,5%,·,-34%,i,43,1.1%,1.2%,·,0.1%,·

# Arranged by the number under RSV CPE inhibition (highest first): 3 from the list above
SMILES | M1AAP inhibition | PMI inhibition | M17LAP inhibition | T cell HTS | T cell HTS vesicle-bound % | West Nile antiviral | RSV CPE inhibition | TNAP activators | human PMI inhibition
CCOC(=O)c1c(Cc2ccc(Cl)cc2)c[nH]c1C | -3% | 10% | 8% | i | 59 | -0.9% | 2.3% | 1.2 | 10%
CCOC(CNC(=O)c1ccc2c(c1)nc(C)n2-c1cccc(F)c1)OCC | -6% | -11% | 0% | i | 33 | -0.4% | 2.1% | 1.1 | -9%
CCOC(=O)CCCNC(=O)c1cncc(O)c1 | 1% | 0% | -5% | i | 56 | · | 0.9% | 1.1 | 10%
